# Tau FP inhib: qHTS for Inhibitors of Tau Fibril Formation, Fluorescence Polarization; Microtubule-associated protein tau (Homo sapiens), P10636; K18 P301L tau heparin fibrillization, Alexa594 FP, 6 h; Potency, µM (doses to about 57.7 µM), for the others: at the top dose activity, negative = inhibition, hits mostly inhibitors; 280,000 compounds, 0.39% hits; AID 1468, 2008; note: % is set by controls: 0 for no effect and ±100 for the full control effect; nearly all actives have a fitted effect of over 55% in size
# Target sequence (P10636 561-689 P618L limits assumed): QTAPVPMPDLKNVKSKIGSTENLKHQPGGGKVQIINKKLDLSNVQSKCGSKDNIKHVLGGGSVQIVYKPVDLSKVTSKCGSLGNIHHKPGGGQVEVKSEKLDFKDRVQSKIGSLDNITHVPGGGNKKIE
#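 Steps: dispense K18 P301L tau (15 uM plus 0.24 uM Alexa 594 tracer, final) in pH 7 sodium acetate; add compound; add heparin (20 uM final); incubate 6 hr, 37 C; add ThT (30 uM final); after 1 hr ambient, read FP.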
# Tau fibril ThT: qHTS for Inhibitors of Tau Fibril Formation, Thioflavin T Binding; recombinant tau K18 P301L, heparin-induced fibrillization, ThT fluorescence; Potency, µM (titrated, usually from 57.4 µM), inactives show top-dose activity, negative = inhibition, most hits filed as inhibitors; AID 1460, 2008; 270,000 compounds, 2.1% hits; Microtubule-associated protein tau (Homo sapiens), P10636; note: % is set by controls: 0 for no effect and ±100 for the full control effect; nearly all actives have a fitted effect of over 55% in size
#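 Using a mix of unlabeled (15 uM) and Alexa 594-labeled (0.24 uM) tau K18 P301L, heparin-triggered fibrillization over 6 hr at 37 C was scored by ThT fluorescence.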
# RECQ1 inh: qHTS Assay for Inhibitors of RecQ-Like Dna Helicase 1 (RECQ1); AID 2549, 2010; ATP-dependent DNA helicase Q1 (Homo sapiens), P46063; 240,000 compounds, 0.54% hits; Potency, µM (highest dose often 57.3 µM), inactives show at the highest dose activity, negative = inhibition, hits mostly inhibitors; RECQ1 DNA unwinding, red fluorescence kinetic read;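 note: plate controls were vehicle for no effect and no enzyme for full effect; nearly all actives have a fitted effect of over 30% in size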
# Target sequence (P46063 whole entry, looked up): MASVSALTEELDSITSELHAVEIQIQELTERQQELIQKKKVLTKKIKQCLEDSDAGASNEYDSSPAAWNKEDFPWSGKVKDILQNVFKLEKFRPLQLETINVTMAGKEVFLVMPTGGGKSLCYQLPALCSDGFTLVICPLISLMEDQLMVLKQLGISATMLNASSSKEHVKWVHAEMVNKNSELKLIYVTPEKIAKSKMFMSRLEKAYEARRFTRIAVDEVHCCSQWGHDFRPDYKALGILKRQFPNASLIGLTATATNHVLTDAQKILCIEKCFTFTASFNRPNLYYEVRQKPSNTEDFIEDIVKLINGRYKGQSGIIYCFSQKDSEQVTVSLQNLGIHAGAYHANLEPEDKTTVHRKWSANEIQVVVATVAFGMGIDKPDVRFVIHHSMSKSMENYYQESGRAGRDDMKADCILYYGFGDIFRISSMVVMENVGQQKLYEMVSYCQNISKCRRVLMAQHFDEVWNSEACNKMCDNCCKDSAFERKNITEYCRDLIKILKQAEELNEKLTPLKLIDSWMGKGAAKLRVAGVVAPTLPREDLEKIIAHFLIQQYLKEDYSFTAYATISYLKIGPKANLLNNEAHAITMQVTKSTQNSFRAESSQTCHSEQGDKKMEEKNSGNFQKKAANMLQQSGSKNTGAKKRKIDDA
#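 50 nM RECQ1T1 preincubated 15 min with compound in Tris pH 8.0 buffer with MgCl2, DTT, Tween-20 and 2.5 ug/ml poly(dI-dC); started with 200 nM TAMRA/BHQ-2 forked duplex and 2 mM ATP. Unwinding read as fluorescence (525/598 nm), two reads 2 h apart.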
# TR SRC2 fluor cs: Total Fluorescence Counterscreen for Inhibitors of the Interaction of Thyroid Hormone Receptor and Steroid Receptor Coregulator 2; TRb/SRC2 Texas Red total fluorescence interference; AID 1479, 2009; Potency, µM (doses to about 106 µM), inactives show at the highest dose fluorescence change, negative = quenching; 280,000 compounds, 0.29% hits; active = well fitted curve in either direction with a large enough effect; inconclusive = small, poorly fitted or top-dose-only effect; note: % is set by controls: 0 for no effect and ±100 for the full control effect
#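 Human TRb ligand-binding domain at 0.6 uM with 20 nM Texas Red SRC2 peptide in Tris buffer containing 1 uM T3 and 5% DMSO, incubated with compound 5 h at ambient temperature. Total fluorescence (555/632 nm) calculated as parallel + 2 × perpendicular.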
# L3MBTL1 block: qHTS Assay for the Inhibitors of L3MBTL1 | Lethal(3)malignant brain tumor-like protein 1 (Homo sapiens), Q9Y468 | AlphaScreen L3MBTL1–H3K9me1 peptide binding | Potency, µM (highest dose often 57.1 µM), inactives show top-dose activity, negative = inhibition, hits mostly inhibitors | 230,000 compounds, 0.66% hits; note: % is set by controls: 0 for no effect and ±100 for the full control effect; nearly all actives have a fitted effect of over 60% in size
#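 AlphaScreen proximity signal between nickel-chelate acceptor and streptavidin donor beads (final 10 ug/mL) reports binding of 50 nM L3MBTL1 to 75 nM biotin-H3 K9me1 peptide; complex incubated with compounds 30 min at room temperature; cefsulodin titration as control.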
# Tau fluor counter: Counterscreen qHTS for Inhibitors of Tau Fibril Formation, Fluorescence Polarization; tau K18 P301L (four-repeat tau fragment) Alexa594 fluorescence, heparin fibrillization; Potency, µM (series often up to 57.7 µM), for inactives: top-dose activity change, negative = decrease; 280,000 compounds, 0.93% hits; note: % is set by controls: 0 for no effect and ±100 for the full control effect; nearly all actives have a fitted effect of over 55% in size
#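 Human K18 P301L tau (15 uM unlabeled plus 0.24 uM Alexa 594-labeled, final) in 100 mM sodium acetate pH 7 was mixed with compound and 20 uM heparin and incubated 6 hr at 37 C.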
# HTT ATP protect: qHTS Multiplex Assay to Identify Dual Action Probes in a Cell Model of Huntington: Cytoprotection (ATP) | 230,000 compounds, 0.14% hits | Potency, µM (doses to about 56.4 µM), for the others: cytoprotection (ATP increase), usual class: activators | PC12 HTT-Q103 induced, cytoprotection, ATP luminescence, 40 h;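 note: % of control where 0% means no effect; nearly all actives have a fitted effect of over 45% in size; toxic huntingtin expression switched on by the ecdysone agonist tebufenozide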
#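 Quantitative HTS on tebufenozide-induced (100 nM) PC12 cells expressing HTTQ103 exon 1–GFP; compounds tested as a concentration series; survival measured via cellular ATP.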
# TRb SRC2 PPI: qHTS for Inhibitors of the Interaction of Thyroid Hormone Receptor and Steroid Receptor Coregulator 2 | Thyroid hormone receptor beta (Homo sapiens), P10828 | TRbeta-SRC2 peptide binding, fluorescence polarization; receptor liganded with 1 µM T3 | Potency, µM (series often up to 106 µM), without a hit: top-dose activity change, negative = inhibition, hits mostly inhibitors | 280,000 compounds, 0.065% hits | AID 1469, 2008;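 note: plate controls were bound peptide for no effect and peptide without receptor for full effect; nearly all actives have a fitted effect of over 50% in size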
#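 Fluorescence polarization of 20 nM Texas Red SRC2 peptide (20-aa NR interaction domain) bound to 0.6 uM human TRb ligand-binding domain, with 1 uM T3, after 5 hr at ambient temperature; inhibition seen as decreased polarization.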
# * hit, by the source's call; i = inactive; ? = inconclusive; · = not tested or not shown; & = joins results of further samples; [ ] = dose if it differs, or a comment. Unless noted, calls come from the whole dose curve; as a rule, active = well fitted curve in the direction sought with a large enough effect; inconclusive = small, poorly fitted or top-dose-only effect, or another doubt; inactive = no such curve, though single readings can be large; an effect the other way counts as inactive or inconclusive. Potency is the fitted concentration of half-maximal effect. The list is partial, so the mix of outcomes need not match the whole.
[1] O=C(NCCCN1CCOCC1)c1ccc(-c2ccc(Cl)cc2)o1
[2] O=c1c(Br)c(N2CCCC2)cnn1-c1ccccc1
[3] COCCNC(=S)N1CCN(c2ccc(Cl)cc2)CC1
[4] CN(C)CCNc1oc(COc2cccc(Cl)c2)nc1C#N
[5] Cc1ccccc1NC(=O)NCCCN1CCCC1
[6] CCn1c(NC(=O)c2ccco2)c(-c2ccccc2Cl)c(=O)c2ccccc21
[7] Cc1oc(C(=O)O)cc1CSc1nnc(-c2ccccc2)n1C
[8] O=C(O)c1ccc(-c2nc(-c3ccc(Cl)cc3Cl)cs2)cc1
Assay by compound	1	2	3	4	5	6	7	8
Tau FP inhib	0%	1%	-14%	0%	0%	1%	9%	2%
Tau fibril ThT	4%	3%	-4%	-11%	-19%	-7%	5%	-17%
RECQ1 inh	10%	i	i	-12%	-10%	-3%	-3%	-2%
TR SRC2 fluor cs	-2%	1%	-4%	3%	-2%	0%	0%	-2%
L3MBTL1 block	-21%	0%	-6%	0%	·	2%	-9%	6%
Tau fluor counter	3%	6%	-8%	1%	-2%	-2%	5%	-8%
HTT ATP protect	-19%[10 µM]	29%[0.074 µM]	·	-12%	10%	11%	-11%	-38%[inhibitor]
TRb SRC2 PPI	9%	1%	2%	-20%	-6%	2%	-3%	-9%

[9] COc1ccccc1CNC(=O)CN1C(=O)CSc2ccc(S(=O)(=O)N3CCCCC3)cc21
[10] CCc1nc2c(nnn2Cc2ccc(F)cc2)c(=O)[nH]1
[11] COc1cc2[nH]c(=O)n(C3CCCCC3)c(=O)c2cc1OC
[12] Nc1[nH]ncc1-c1ccc(F)cc1
[13] O=C1NC2(CCCCC2)N=C1c1ccc(F)cc1
[14] Cn1c(C(=O)N2CCC(C(=O)N3CCN(Cc4ccc5c(c4)OCO5)CC3)CC2)cc2sccc21
[15] Cc1ccc(Oc2ncc(CN3CC(C)OC(C)C3)s2)cc1 (configuration not stated)
[16] O=c1c2c3c(sc2n(CCN2CCOCC2)c(=O)n1Cc1ccco1)CCCCC3
Assay by compound	9	10	11	12	13	14	15	16
Tau FP inhib	2%	-1%	2%	-15%	3%	-1%	-1%	-3%
Tau fibril ThT	-5%	10%	-2%	-6%	-9%	-1%	-3%	-16%
RECQ1 inh	·	-1%	i	-2%	i	i	-6%	-10%
TR SRC2 fluor cs	-4%	0%	1%	1%	4%	0%	0%	-5%
L3MBTL1 block	·	·	·	·	9%	-12%	0%	-3%
Tau fluor counter	-13%	3%	-1%	-10%	-4%	11%	1%	-3%
HTT ATP protect	·	0%	-6%	6%	-16%	-20%	5%	6%
TRb SRC2 PPI	1%	7%	0%	0%	5%	-12%	8%	13%

# Complete entries, looked up by structure. Order of values: Tau FP inhib	Tau fibril ThT	RECQ1 inh	TR SRC2 fluor cs	L3MBTL1 block	Tau fluor counter	HTT ATP protect	TRb SRC2 PPI
# Results for O=c1c(Br)c(N2CCCC2)cnn1-c1ccccc1 = 1%	3%	i	1%	0%	6%	29%[0.074 µM]	1%
# Results for COc1ccccc1CNC(=O)CN1C(=O)CSc2ccc(S(=O)(=O)N3CCCCC3)cc21 = 2%	-5%	·	-4%	·	-13%	·	1%

# Further structures follow.
entry | molecule | Tau FP inhib | Tau fibril ThT | RECQ1 inh | TR SRC2 fluor cs | L3MBTL1 block | Tau fluor counter | HTT ATP protect | TRb SRC2 PPI
17 | CC(=O)c1cc(-c2ccccc2)n(CC(=O)Nc2cccc(C)c2)c1C | -8% | -5% | -2% | 0% | 0% | -10% | -3%[10 µM] | 7%
18 | Cc1nn(Cc2noc(C(=O)NCc3ccc(F)cc3)n2)c(C)c1Br | -2%&4% | -5%&6% | -2% | -2%&-3% | 9% | -16%&-7% | -32% | 6%&3%
19 | COC(=O)C1=C(C)NC2=C(C(=O)CCC2)C1c1cccc(C)n1 (configuration not stated) | -5% | 2% | -8% | -12% | · | -5% | -33% | -5%
20 | O=C(/C=C/c1cccs1)NC1CC1 | 11% | 0% | -1% | -1% | 8% | 6% | 10%[10 µM] | -3%
21 | O=C(CSc1n[nH]c(=O)[nH]c1=O)Nc1ccc2c(c1)C(=O)c1ccccc1C2=O | 15% | 10µM* | i | -11% | 28µM* | 13µM*[quencher] | 31%[10 µM] | 4%
22 | NC(=O)CCNC(=O)c1ccc(Cl)cc1 | -4% | 2% | -4% | -3% | · | -7% | -9% | 7%
23 | Cc1cccc(C(OC(=O)c2ccco2)C(=O)NCc2ccccc2)n1 (configuration not stated) | 5% | -10% | -6% | -2% | 2% | -2% | -15%[10 µM] | -18%
24 | Cc1cc(-c2nc3c4c5c(sc4[nH]c(=O)n3n2)CCC5)c(C)o1 | -3% | ? | 13µM* | ? | 8.9µM* | -28% | -9%[10 µM] | -5%
25 | COCCNc1c(-c2ccc(OC)cc2)nc2ccc(Cl)cn12 | 5% | ? | i | -1% | 10% | -14% | · | -3%
26 | CCOc1cc2c(cc1OCC)C(C(=O)O)C(c1cc(Br)c(O)c(OC)c1)N(C)C2=O (configuration not stated) | -7% | -7% | 1% | 1% | 1% | -4% | 2% | 0%
27 | Fc1cc(Br)ccc1NC(=S)Nc1ccccc1 | 6% | 5% | -12% | -1% | -13% | -5% | 44%[10 µM] | -10%
28 | O=C(O)CCCN1C(=O)C(=O)/C(=C(/O)c2ccc(Cl)cc2)C1c1ccccc1 (configuration not stated) | 1% | -4% | 5% | 1% | 7% | -4% | 22%[10 µM] | -1%
29 | Cc1ccc(NC(=S)N(Cc2ccccc2)C(C)C)cc1 | ? | -10% | -6% | -1% | -10% | -14% | 6%[10 µM] | -1%
30 | Cn1c2ccccc2c2c(C(=O)N3CCN(c4ccc(F)cc4)CC3)cn(C3CCCC3)c(=O)c21 | 8% | -16% | -13% | -6% | -21% | -8% | -92%[inhibitor] | 6%
31 | CCn1c(-c2ccoc2C)n[nH]c1=S | 6% | -7% | -9% | -2% | 0% | -1% | 5.6µM* | -7%
32 | CCOC(=O)c1c(N2C(=O)Nc3ccccc3N2O)n[nH]c1-c1cccc(OC)c1 | 5% | ? | -11% | -9% | · | -14% | 5% | -9%
33 | CCOc1ccc(N=C(C)C2=C(O)c3ccccc3C2=O)cc1 | -6% | · | -5% | -1% | · | ? | -25%[10 µM] | -5%
34 | O=C(CN1C(=O)C2C3C=CC(C3)C2C1=O)NCC1COc2ccccc2O1 (configuration not stated) | 4% | -1% | i | 3% | · | -1% | 3% | -5%
35 | O=C(NCCC1=CCCCC1)C1CCCN(S(=O)(=O)c2ccccc2)C1 (configuration not stated) | 10% | -7% | -3% | -1% | -3% | -1% | -4%[0.074 µM] | -24%
36 | COc1cc(/C=N/NC(=O)C(N)=O)cc(OC)c1O | 4% | -8% | i | -3% | 11% | 2% | -12%[10 µM] | 0%

# The last 5 records of the part before lead into the next.
entry | molecule | Tau FP inhib | Tau fibril ThT | RECQ1 inh | TR SRC2 fluor cs | L3MBTL1 block | Tau fluor counter | HTT ATP protect | TRb SRC2 PPI
32 | CCOC(=O)c1c(N2C(=O)Nc3ccccc3N2O)n[nH]c1-c1cccc(OC)c1 | 5% | ? | -11% | -9% | · | -14% | 5% | -9%
33 | CCOc1ccc(N=C(C)C2=C(O)c3ccccc3C2=O)cc1 | -6% | · | -5% | -1% | · | ? | -25%[10 µM] | -5%
34 | O=C(CN1C(=O)C2C3C=CC(C3)C2C1=O)NCC1COc2ccccc2O1 (configuration not stated) | 4% | -1% | i | 3% | · | -1% | 3% | -5%
35 | O=C(NCCC1=CCCCC1)C1CCCN(S(=O)(=O)c2ccccc2)C1 (configuration not stated) | 10% | -7% | -3% | -1% | -3% | -1% | -4%[0.074 µM] | -24%
36 | COc1cc(/C=N/NC(=O)C(N)=O)cc(OC)c1O | 4% | -8% | i | -3% | 11% | 2% | -12%[10 µM] | 0%
37 | O=C1CC2(CCCC2)CC(=O)N1CCCCNC[C@H]1COc2ccccc2O1 | -4% | -8% | -18% | -1% | · | -9% | 15% | -5%
38 | CC1(C)CC(=O)c2c(oc3ccc(NS(=O)(=O)c4cccc5cccnc45)cc23)C1 | ? | -10% | -5% | -2% | -13% | -29% | -71%[inhibitor] | -1%
39 | CCOC(=O)CN1C(=O)S/C(=C/c2ccc(N3CCCCC3)o2)C1=O | 0% | ? | i | 0% | 4% | -6% | -17% | -9%
40 | Cn1c(=O)n(-c2ccc3c(c2)OCO3)c2nc(-c3ccccc3)nc(C(N)=O)c21 | -11% | 5% | · | -4% | · | -9% | · | 4%
41 | CCOC(=O)C1CCCN(C(=O)c2ccc3c(c2)N(Cc2ccccc2)C(=O)c2ccccc2S3(=O)=O)C1 (configuration not stated) | 7% | -6% | · | 0% | · | -15% | · | 1%
42 | COc1ccc(CNc2nc(-c3ccccc3)nn2C(=O)c2ccc([N+](=O)[O-])cc2)cc1 | 13% | ? | -12% | -2% | -3% | ? | 15%[10 µM] | -17%
43 | COc1ccc(N2C(=O)C3CCCCC3C2=O)cc1NC(=O)c1ccccc1 (configuration not stated) | -10% | -11% | 15% | -4% | -3% | -21% | 18%[10 µM] | 4%
44 | CN(Cc1cnccn1)Cc1nc(Cc2cccc(F)c2)no1 | -6% | 0% | i | 0% | -1% | 0% | -24% | -10%
45 | Cc1sc(NC(=O)C2CCCCC2C(=O)O)c(C(N)=O)c1C (configuration not stated) | -3% | -6% | i | -1% | 4% | 1% | -15% | 12%

# Source: PubChem (National Center for Advancing Translational Sciences (NCATS))
